AID2073 – inhibitors of Mint1-CaV2.2 protein interaction, biochemical, HTRF (AID 2073). HTRF protein-protein interaction, Mint1-CaV2.2; higher % means a stronger effect. 290,000 compounds, 0.19% hits. inhibition, % at 20 µM; hits with a dose series show IC50 in µM. Voltage-dependent N-type calcium channel subunit alpha-1B (Homo sapiens); in the data active = inhibition mostly above about 51%, no sharp cut-off; also: some results filed as inactive read as strong as hits
Yfh1-depleted yeast – enhancers of respiration in Yfh1-depleted yeast, dose response, Friedreich's ataxia, plus single-dose screen (AID 1465); S. cerevisiae Yfh1-off respiration, WST-1 reduction, 72 h; higher fold induction means a stronger effect; fold induction at 50 µM; hits with a dose series show EC50 in µM; 220,000 compounds, 0.074% hits;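 active = fold induction of absorbance versus untreated yeast above a set limit, then at least 30% activation at any dose in follow-up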;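 also: activators that raise dye reduction in frataxin-depleted yeast; strong numbers were not always called active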
GPR55 LPI antagonism – GPR55 antagonists blocking LPI-driven arrestin recruitment, primary screen, imaging, U2OS, beta-arrestin-GFP, LPI agonist (AID 2013); U2OS GPR55 beta-arrestin-GFP translocation imaging, LPI antagonism; higher % means a stronger effect; 290,000 compounds, 0.13% hits; one-dose inhibition, % at 10 µM; IC50 in µM for titrated hits; G-protein coupled receptor 55 (Homo sapiens);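 active = spots per cell inhibited over 60%, with over 100 cells counted and total cytoplasm intensity under 500,000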;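 also: U2OS cells stably carrying GPR55 and arrestin-GFP stimulated by 5 µM LPI near EC80; imaged beta-arrestin-GFP aggregate spots per cell after agonist stimulation; plate controls were LPI-stimulated DMSO wells for no effect and DMSO wells without LPI for full effect; some results filed as inactive read as strong as hits; confirmed hits need IC50 under 10 µM and bright autofluorescent wells are also inconclusive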
GPR55 activation – GPR55 agonists via beta-arrestin recruitment, primary screen, imaging, U2OS cells, beta-arrestin-GFP redistribution (AID 1961). U2OS GPR55 beta-arrestin-GFP redistribution imaging; higher % means a stronger effect. activation, % at 10 µM; hits with a dose series show EC50 in µM. 290,000 compounds, 0.048% hits;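 active = activation above 40% with more than 50 cells counted in the well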;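 also: U2OS osteosarcoma cells stably expressing GPR55 and beta-arrestin-GFP; plate controls were DMSO negative control for no effect and LPI positive control for full effect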
Large T inhibition – SV40 large T antigen inhibitors, biochemical (AID 1903) | SV40 large T antigen ATPase/helicase inhibition assay; higher % means a stronger effect | 310,000 compounds, 0.39% hits | inhibition, % at 20 µM; hits with a dose series show IC50 in µM; in the data active = a potency from the dose series; also: strong numbers were not always called active
MgcRacGAP inhibition – MgcRacGAP GTPase-activating activity inhibitors, confirmation, biochemical, ADP Hunter fluorescence; Rac GTPase-activating protein 1 (Homo sapiens); MgcRacGAP-stimulated Rac1 GTP hydrolysis, ADP Hunter fluorescence; higher % means a stronger effect; GST-tagged Rac1 F28L mutant substrate; inhibition, % at 30 µM, or IC50 in µM where a hit was titrated; 340,000 compounds, 0.6% hits;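 active = first-screen hits whose inhibition reached a set limit at any dose in the follow-up dose series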;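 also: fluorescence reports GDP produced by GAP-driven GTP hydrolysis; strong numbers were not always called active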
NTR1 ag – agonists of NTR1, primary screen, imaging, U2OS cells, beta-arrestin-GFP, high content (AID 493036); Neurotensin receptor type 1 (Homo sapiens), P30989; NTR1-U2OS beta-arrestin-GFP spot imaging, agonist mode; activation, % at 20 µM; 330,000 compounds, 0.17% hits;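 active = activation at or above 40% of the spot to cytoplasm intensity ratio, with at least 20 cells analyzed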;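 also: 0% = DMSO without peptide and 100% = 100 nM NTR1 peptide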
Target sequence (P30989 whole entry, looked up): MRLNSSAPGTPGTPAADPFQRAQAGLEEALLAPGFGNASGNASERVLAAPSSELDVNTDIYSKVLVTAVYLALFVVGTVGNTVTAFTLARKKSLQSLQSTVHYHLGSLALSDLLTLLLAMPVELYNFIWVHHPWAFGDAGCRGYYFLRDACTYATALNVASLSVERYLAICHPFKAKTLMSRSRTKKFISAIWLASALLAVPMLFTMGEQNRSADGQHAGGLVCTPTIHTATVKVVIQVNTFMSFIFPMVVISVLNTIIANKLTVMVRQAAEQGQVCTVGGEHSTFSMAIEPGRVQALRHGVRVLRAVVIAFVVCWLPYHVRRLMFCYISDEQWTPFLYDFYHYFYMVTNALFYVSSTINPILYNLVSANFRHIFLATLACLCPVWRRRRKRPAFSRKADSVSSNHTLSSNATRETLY
NS5 inhibitors – Dengue-2 NS5 methyltransferase inhibitors, primary screen, biochemical, confirmation dose response (AID 588689). 340,000 compounds, 0.3% hits. inhibition, % at 25 µM, or IC50 in µM where a hit was titrated. Dengue-2 NS5 methyltransferase capping enzyme assay, biochemical; higher % means a stronger effect; in the data active = a potency from the dose series
GPR35 arrestin U2OS – GPR35 antagonists blocking zaprinast-driven arrestin recruitment, primary screen, imaging, U2OS, beta-arrestin-GFP, zaprinast agonist (AID 2058); one-dose inhibition, % at 10 µM; IC50 in µM for titrated hits; G-protein coupled receptor 35 (Homo sapiens); 290,000 compounds, 0.052% hits; U2OS GPR35 beta-arrestin-GFP translocation imaging, zaprinast antagonism; higher % means a stronger effect;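 active = inhibition of at least 50% with at least 30 cells and total cytoplasm GFP at most 10,000,000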
NTR1 ag cell count 20 µM – second read-out of NTR1 ag, no call of its own (marks repeat the call); cell count; measured here: cell count, cytotoxicity flag
NS5 inhibitors pilot replicate – also measured in NS5 inhibitors; calls as there; inhibition, %; measured here: pilot screen replicate inhibition
Active calls of the source: *; i = inactive; . = no result given.

SMILES	AID2073	Yfh1-depleted yeast	GPR55 LPI antagonism	GPR55 activation	Large T inhibition	MgcRacGAP inhibition	NTR1 ag	NTR1 ag cell count 20 µM	NS5 inhibitors	GPR35 arrestin U2OS	others
Cc1ccc(C)c(-c2cc(C(=O)Nc3cccc(C(=O)O)c3)c3ccccc3n2)c1	-7%	i	1%	-0.1%	-1%	4%	-0.2	46	-4%	15%
COc1ccc(C(CCNCc2ccccc2F)c2ccc(F)cc2)cc1 (stereo unspecified)	-3%	i	24%	-0.4%	8%	0%	.	.	-7%	17%
CCN(CC)C(=O)Cn1cc(C(=O)C(=O)N(C)C2CCN(C)CC2)c2ccccc21	2%	.	-2%	-0.2%	8%	0%	-0.1	67	0%	-5%
CCOC(=O)CSc1nnc(-c2ccco2)n1-c1ccccc1	-5%	i	0%	0.4%	12%	4%	-0.8	40	1%	4%
S=c1[nH]c2ccccc2n2cccc12	33%	i	10%	1.0%	6%	.	1.6	82	-9%	20%
O=C(NCc1ccc(Cl)cc1)c1nccnc1CO	12%	.	-2%	0.2%	16%	1%	11	44	-5%	0%
O=C(COC(=O)c1ccc(Cl)c(S(=O)(=O)N2CCCCCC2)c1)Nc1ccccc1	0%	i	-6%	-0.4%	10%	4%	1.0	53	0%	-1%
Cc1ccc(NC(=O)Cn2c(=O)c3cccn3c3ccccc32)c(C)c1	9%	.	11%	0.3%	28%	6%	3.2	66	-4%	3%
CCOc1ccc(NC(=O)N2CC(C)OC(C)C2)cc1 (stereo unspecified)	7%	.	2%	-0.2%	0%	11%	0.0	44	-8%	21%
CC(C)OCCCn1c(=S)[nH]c2cc3c(cc2c1=O)OCO3	-48%	i	14%	0.0%	4%	-5%	2.2	82	1%	14%
Cc1ccc(S(=O)(=O)N(Cc2cc3cccc(C)c3[nH]c2=O)c2ccccc2)cc1	9%	i	16%	0.6%	7%	9%	8.0	59	-9%	11%
Cc1c(C)c2c(OCC(=O)NCC(=O)NCC(=O)O)cc3c(c2oc1=O)CCC(C)(C)O3	41%	.	-1%	0.9%	12%	17%	0.0	82	-4%	-5%
COc1ccc(/C=C/C(=O)OC(C)CN2CCOCC2)cc1 (stereo unspecified)	-4%	i	17%	-0.1%	-9%	3%	-3.2	80	-3%	1%
CN(c1cccc(NC(=O)CSc2ccc(Cl)cc2)c1)S(C)(=O)=O	37%	i	-6%	-0.1%	-6%	2%	0.9	47	3%	-11%
COc1ccc2cc(/C(C)=N/NC(=O)C3CC3)ccc2c1	34%	i	-10%	-0.2%	8%	1%	-1.0	66	-3%	7%
CC(=O)Nc1ccc(N2CCCC2)cc1	17%	i	-3%	-0.2%	1%	22%	0.1	52	5%	4%
Cc1ccnc(NC(=O)C(C)n2cc([N+](=O)[O-])cn2)c1 (stereo unspecified)	32%	i	4%	0.0%	2%	4%	0.2	61	-1%	2%
O=C(Nc1cccc(S(=O)(=O)N2CCOCC2)c1)c1cnccn1	2%	i	16%	0.3%	6%	-8%	0.3	36	12%	19%
CCC(Oc1ccccc1C)C(=O)N1CCCN(C)CC1 (stereo unspecified)	11%	.	2%	-0.2%	23%	3%	-0.4	61	-3%	-8%
Cc1nc2cc(C(F)(F)F)ccc2n1CCNc1nc(-c2ccc([N+](=O)[O-])c(Cl)c2)cs1	-3%	.	-2%	0.2%	-3%	4%	23	88	-8%	-4%
Cc1ccc(-c2noc(CSc3nnc(-c4ccncc4)n3-c3ccc(F)cc3)n2)cc1	-5%	i	0%	-0.1%	-1%	0%	4.5	46	-3%	-8%
COc1ccc(N(CC(=O)NCCSCc2cccc(Cl)c2)S(C)(=O)=O)cc1Cl	-5%	.	3%	0.4%	22%	12%	1.0	72	.	1%
COc1ccc(CCNC(=O)CCc2ccsc2)cc1OC	3%	.	4%	0.1%	-4%	3%	-0.3	43	-8%	4%
O=S1(=O)CC(O)C(Nc2ccccc2)C1 (stereo unspecified)	9%	i	1%	-0.4%	6%	-3%	-0.6	73	6%	10%
COc1ccc(C(=O)COC(=O)CCN=C2NS(=O)(=O)c3ccccc32)c(OC)c1	.	.	.	.	14%	3%	0.2	56	-12%	.
O=C(NCCc1ccccc1)c1ccccc1F	-2%	i	5%	-0.1%	-2%	2%	-0.5	76	-1%	15%
CSc1ccccc1NC(=O)c1cc(C)on1	5%	i	-7%	-0.1%	16%	17%	0.3	54	-8%	-15%
COC(=O)c1ccccc1NC(=O)c1sc(=S)n(C)c1N	12%	i	-29%	-0.3%	-7%	8%	6.9	49	-4%	16%
C/C(=N/NC(=O)c1ccco1)c1ccc(Br)s1	4%	.	6%	-0.2%	6%	10%	0.0	63	-4%	10%
CCOC(=O)c1sc(=S)n(C)c1NC(=O)c1ccccc1Cl	26%	i	3%	-0.5%	15%	9%	1.3	48	-5%	-25%
CCOC(=O)Cc1csc(NC(=O)c2ccc3ccccc3n2)n1	9%	.	3%	1.0%	4%	8%	2.8	49	4%	9%
Cn1c(CN2CCCCC2)nc2cc([N+](=O)[O-])ccc21	-3%	i	12%	-0.8%	10%	8%	-2.4	70	-3%	-4%
Cc1onc(-c2c(Cl)cccc2Cl)c1C(=O)NC(C)(C)CO	-2%	i	1%	-0.1%	0%	1%	-0.2	85	-1%	-13%
NC(=O)C1CCN(C(=O)/C=C/c2ccccc2[N+](=O)[O-])CC1	4%	i	8%	-0.1%	9%	10%	0.2	72	1%	-10%
O=C(COc1ccc(Cl)cc1)Nc1nc(-c2cccs2)cs1	0%	i	-3%	0.2%	-5%	7%	19	43	1%	-2%
Cc1c(C)c2ccc(OCC(=O)NCCCn3ccnc3)c(C)c2oc1=O	20%	.	-13%	0.7%	2%	9%	-0.4	71	-3%	4%
Cc1cc(C)cc(Nc2ccc([N+](=O)[O-])nc2[N+](=O)[O-])c1	0%	i	13%	-0.1%	15%	6%	0.4	43	1%	13%
O=C(NCC1CCCO1)c1ccccc1-c1nc(-c2ccccc2)no1 (stereo unspecified)	-1%	i	6%	-0.1%	7%	8%	2.0	53	-1%	17%
CCOc1cccc(NC(=O)Cc2cccs2)c1	-10%	i	-13%	-0.2%	8%	11%	1.2	38	-6%	2%
Fc1cccc(Nc2ncnc3c2cnn3-c2ccccc2)c1	20%	i	-2%	0.2%	.	-4%	3.0	63	4%	-15%
Cc1ccc(C)c(OCCn2cc(C(=O)O)c3ccccc32)c1	-3%	i	2%	-0.4%	1%	.	1.6	30	.	5%
COc1ccc(Cc2nc3ccc(C(=O)N(C)CC4COCCO4)cc3o2)cc1 (stereo unspecified)	9%	.	-6%	-0.1%	8%	-3%	-0.8	48	-13%	14%
CN1CCCC(OC(=O)COc2ccccc2)C1 (stereo unspecified)	-2%	i	-21%	-0.1%	1%	4%	0.4	57	0%	9%
O=c1[nH]cnc(O)c1C(c1ccc(F)cc1)c1c(O)nc[nH]c1=O	11%	.	16%	-0.2%	10%	1%	-0.5	52	.	-3%
CCC(C(=O)OC)n1cnc2scc(-c3ccc(C)cc3)c2c1=O (stereo unspecified)	9%	.	2%	-0.2%	10%	-5%	1.8	59	-7%	13%	NS5 inhibitors pilot replicate=4.0
CCOCc1cn(CC(=O)c2ccc(Cl)cc2)c(C)nc1=N	-2%	i	-1%	-0.2%	-1%	4%	-1.1	38	-4%	-3%
COCc1cc(=O)n2[nH]c(-c3ccccc3)cc2n1	4%	i	-18%	-0.3%	10%	6%	-0.9	59	-1%	18%
FC(F)(F)C1=CC(c2ccc(Cl)cc2)=NCCN1	8%	i	-8%	-0.1%	5%	5%	0.6	68	-3%	1%
O=C(COC(=O)CNS(=O)(=O)c1ccc(Br)cc1Cl)Nc1ccc(N2CCOCC2)cc1	.	.	.	.	13%	3%	1.0	75	-4%	.
CCOC(=O)C1=C(C)C(c2ccccc2)NC(=S)N1 (stereo unspecified)	-24%	i	-1%	-0.1%	11%	0%	2.2	46	-3%	18%
Cc1cc(Br)cc(/C=N/NC(=O)c2ccc3c(c2)OCO3)c1O	10%	.	-9%	-0.3%	8%	9%	8.0	49	7%	3%	NS5 inhibitors pilot replicate=0.3
S=C(Nc1ccccc1)N1CCCCCC1	-24%	i	25%	0.0%	8%	5%	-2.1	86	0%	8%
Cc1cccc(-c2ncc(CN3CCCC(CO)(Cc4ccccc4C)C3)cn2)c1 (stereo unspecified)	-2%	i	22%	-0.3%	39%	7%	4.6	65	-13%	-2%
CCOC(=O)CSc1nc(C)cc(C)c1C#N	-7%	i	-3%	-0.2%	2%	-5%	0.1	40	-5%	-4%
Cc1cc(CN(C)C(=O)c2ccc3nc(Cc4ccccc4F)oc3c2)n[nH]1	-3%	.	17%	-0.1%	6%	3%	-0.1	49	1%	-8%
Cn1c(CN2CCN(c3ccccc3NS(C)(=O)=O)CC2)nc2ccccc21	14%	.	4%	0.0%	1%	9%	0.3	41	-4%	-15%
O=C(NCc1ccccc1)c1cc2ccccc2oc1=O	-4%	.	6%	-0.2%	16%	13%	2.0	79	-2%	5%	NS5 inhibitors pilot replicate=-9.1
C#CCN(C(=O)Nc1ccccc1)c1ccccc1	-1%	i	-11%	0.1%	6%	6%	1.1	57	-4%	0%
C=C1CSc2nc(=O)c3c4c(sc3n21)CCC4	9%	i	-10%	-0.3%	.	-2%	-2.2	96	-9%	-5%
CC(=O)N(C)c1ccc(N=Nc2c(C)[nH]n(C(N)=S)c2=O)cc1	-5%	i	-3%	0.1%	10%	2%	-0.3	92	-7%	12%
CC(C)c1nnc(NC(=O)CSc2ccccc2)s1	-3%	i	5%	-0.1%	14%	14%	1.1	50	3%	19%
O=C(Nc1cc(Cl)ccc1-n1cncn1)c1cc(F)cc(F)c1	.	.	.	.	18%	5%	-0.7	63	-10%	.
COCCCn1c(=O)/c(=C\c2ccc(OC(F)F)c(OC)c2)s/c1=C(/C#N)C(N)=O	28%	i	0%	0.0%	9%	15%	2.0	67	0%	-8%

Screens: PubChem, several laboratories

Not a hit list; about 1.7% have a hit in one of these screens.
